# KB-V1 cytotox – qHTS assay for MDR1-selective chemotherapeutics: Primary screen using the drug-selected MDR subline cells KB-V1; KB-V1 MDR cells viability, CellTiter-Glo, 72 h; Potency, µM (highest dose often 46.1 µM), inactives show at the top dose activity change, negative = cytotoxicity, usual class: cytotoxic; hit rate 3.4% among 400,000; AID 1347076, 2019; note: potency is the fitted concentration of half-maximal effect; % is set by controls: 0 for no effect and ±100 for the full control effect; nearly all actives have a fitted effect of over 60% in size
#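 Readout: CellTiter-Glo luminescence, 10 min after addition. Cells: KB-V1 MDR subline, 72 h at 37 degrees C with compound. Analysis: corrected, normalized data fitted to concentration-effect curves.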
# HT1080NT lethal – qHTS for induction of synthetic lethality in tumor cells producing 2HG: qHTS for the HT-1080-NT fibrosarcoma cell line. HT-1080-NT fibrosarcoma viability, CellTiter-Glo ATP luminescence, 48 h. Potency, µM (series often up to 46.1 µM), for inactives: at the highest dose activity, negative = less viability, most hits filed as cytotoxic. hit rate 1.6% among 360,000;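 note: NT is the 2HG producing partner of a matched IDH1 knockdown line; potency is the fitted concentration of half-maximal effect; 0% = DMSO-treated cells and -100% = media-only wells without cells; nearly all actives have a fitted effect of over 55% in size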
#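 Viability of the 2HG-overproducing fibrosarcoma line after 48 hours of compound exposure at 37 degrees C was determined by luminescence with CellTiter-Glo, and concentration-effect curves were then fitted and categorized.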
# SW480 rereplic – A quantitative high throughput screen for small molecules that induce DNA re-replication in SW480 colon adenocarcinoma cells. SW480 DNA re-replication, Hoechst DNA content imaging, 48 h. Potency, µM (doses to about 46.1 µM), inactives show top-dose re-replication activation, actives largely listed as activators. hit rate 1.8% among 340,000. AID 624297, 2012; note: potency is the fitted concentration of half-maximal effect; % of control where 0% means no effect; nearly all actives have a fitted effect of over 55% in size
#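 Treated cells incubate 48 hr (37 C, 5% CO2), are stained 40 min with Hoechst, and nuclear fluorescence is enumerated; a rise in nuclei with high DNA signal marks re-replication.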
# ATXN viability – Viability Counterscreen for Primary qHTS for Inhibitors of ATXN expression; S2 cells (HEK-293 line with an ATXN2-luciferase reporter) viability, CellTiter-Fluor protease fluorescence, 24 h; Potency, µM (top dose mostly 56.7 µM), actives largely listed as cytotoxic; hit rate 0.49% among 400,000; AID 651635, 2014; note: potency is the fitted concentration of half-maximal effect; nearly all actives have a fitted effect of over 40% in size
# HT1080 IDH1KD tx – qHTS for induction of synthetic lethality in tumor cells producing 2HG: qHTS for the HT-1080-IDH1KD cell line. hit rate 2% among 360,000. Potency, µM (highest dose often 46.1 µM), inactives show at the highest dose activity, negative = toxicity, most hits filed as cytotoxic. HT-1080 IDH1 knockdown viability, ATP luminescence, 48 h;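 note: potency is the fitted concentration of half-maximal effect; 0% = DMSO wells and -100% = cell-free medium wells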
#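 Using the IDH1-knockdown HT-1080 line run in the same batch and compound series as the NT line, viability after 48 h at 37 °C was determined by CellTiter-Glo luminescence and expressed as % activity.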
# IL1B secr inh – qHTS for Inhibitors of Inflammasome Signaling: IL-1-beta AlphaLISA Primary Screen. activity change, % at 57.5 µM. THP-1 LPS/ATP IL-1B secretion, AlphaLISA, 16 h; hits give low values. hit rate 4.7% among 360,000; in the data active = activity change below about -50%; inconclusive = mostly about -30% to -49%; note: % is set by controls: 0 for no effect and ±100 for the full control effect
#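 Secreted IL-1B measured by AlphaLISA bead assay after 16 h compound exposure of THP-1 cells; compounds (final up to 57.5 uM) added 1 h before LPS (250 ng/mL) and ATP (1.25 mM) stimulation; lower signal means less secretion.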
# KB-3-1 cytotox – qHTS assay for MDR1-selective chemotherapeutics: Primary screen using the parental adenocarcinoma cell KB-3-1. hit rate 1.4% among 400,000. KB-3-1 viability, CellTiter-Glo ATP luminescence, 72 h. Potency, µM (highest dose often 46.1 µM), without a hit: at the highest dose activity change, negative = cytotoxic, hits mostly cytotoxic; note: potency is the fitted concentration of half-maximal effect; % is set by controls: 0 for no effect and ±100 for the full control effect; nearly all actives have a fitted effect of over 60% in size
#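 Here the drug-naive KB-3-1 line serves as comparator for MDR sub-line selectivity; cells received compound titrations, 72 h at 37 °C, then CellTiter-Glo readout.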
# ATXN2 expr inh – Primary qHTS for Inhibitors of ATXN expression. HEK-293 ATXN2-luciferase reporter, luminescence, 24 h. Potency, µM (top dose mostly 57 µM), for inactives: top-dose activity change, negative = inhibition, usual class: inhibitors. hit rate 0.72% among 360,000; note: potency is the fitted concentration of half-maximal effect; % is set by controls: 0 for no effect and ±100 for the full control effect; nearly all actives have a fitted effect of over 55% in size
#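 qHTS (up to 57 uM final) was run with 24 h compound exposure of reporter cells at 37 °C. Each well was multiplexed: SteadyGlo luminescence measured ATXN2-luciferase expression after a fluorogenic Gly-Phe-AFC viability readout (25 uM final).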
# MCF10A rereplic – A quantitative high throughput screen for small molecules that induce DNA re-replication in MCF 10a normal breast cells; MCF 10A DNA re-replication, Hoechst nuclear intensity, 48 h; Potency, µM (top dose mostly 46.1 µM), inactives show at the highest dose activity, positive = re-replication, usual class: activators; hit rate 2.9% among 350,000; note: potency is the fitted concentration of half-maximal effect; % of control where 0% means no effect; nearly all actives have a fitted effect of over 50% in size
# The depositor's hits bear a star; i = inactive; ? = inconclusive; . = no result given; & = joins results of further samples; [ ] = another dose, or the depositor's remark. Unless noted, calls come from the whole dose curve; as a rule, active = well fitted curve in the direction sought with a large enough effect; inconclusive = small, poorly fitted or top-dose-only effect, or another doubt; inactive = no such curve, though single readings can be large; an effect the other way counts as inactive or inconclusive. Not a hit list. About 11% of those tested had a hit in this group.
# Values in the order – ATXN2 expr inh	KB-V1 cytotox	KB-3-1 cytotox	HT1080NT lethal	IL1B secr inh	SW480 rereplic	ATXN viability	HT1080 IDH1KD tx	MCF10A rereplic
CNC(=O)COc1ccc(S(=O)(=O)Nc2ccc(C)cc2)cc1
→ .	-6%	1%	0%	-8	1%	i	1%	-3%
CC(OC(=O)C1=COCCO1)C(=O)c1ccc(Br)cc1 (stereo not given)
→ 9%	?	1%	11%	-9	1%	i	0%	7%
COCCNC(=O)COc1ccc(Nc2ccccc2)cc1
→ -1%	-1%	-5%	0%	-6	-4%	i	0%	-179%[0.0737 µM]
O=C(NC1C/C(=N/O)c2cc3c(cc21)OCO3)C(F)(F)F (stereo not given)
→ 5%	-7%	2%	1%	25	-9%	i	-2%	7%
CCOc1ccc(C(=O)Nc2ccc(S(=O)(=O)N3CCOCC3)cc2)cc1OCC
→ -5%	0%	-3%	-6%	-4	0%	i	-1%	0%
O=C(/C=C/c1ccc(Cl)cc1)NCc1ccco1
→ 26%	-16%	-39%	-2%	-27	3%	i	3%	?
CCOC(=O)c1ccc(NCCc2ccc(OC)c(OC)c2)c(N)c1
→ 11%	4%	14%	-17%	-2	-3%[9.22 µM]	i	-18%	28%
CCCCCC(=O)Nc1ccc(Cc2ccncc2)cc1
→ 6%	3%	9%	2%	4	-1%	i	6%	-2%
O=C(N/N=C/c1ccccc1[N+](=O)[O-])c1cnccn1
→ 17%	17%	3%	13%	-4	-16%	i	17%	-2%
Cc1ccc(Oc2cc(C)nc(-c3ccccc3O)n2)cc1
→ 25%	-3%	-1%	1%	17	4%	i	-7%	?
CCOC(=O)c1c(-c2ccccc2)oc2ccc(O)cc12
→ .	19%	0%	0%	9	-9%	?	-1%	6%
CCOC(=O)CSc1c(-c2ccccc2)c2cc(Cl)ccc2[nH]c1=O
→ -17%	-35%	-1%	?	4	2%	i	-23%	0%
COc1ccc(NC(=O)CN(C)S(=O)(=O)c2ccc3c(c2)n(C)c(=O)c(=O)n3C)cc1
→ -10%	?	8%	7%	65	-3%	i	12%	1%
COc1ccc(C(CNC(=O)COc2ccc(F)cc2Cl)N2CCCCC2)cc1 (stereo not given)
→ -4%	-16%	-3%	18%	12	-7%	?	10%	-6%
O=C(Nc1ccc(NC(=O)c2ccc(Br)cc2)c(Cl)c1)c1ccc(Br)cc1
→ 4%	?	-1%	.	.	.	i	.	.
COc1ccc(CCNC(=O)C2CCCN(S(=O)(=O)c3ccccc3)C2)cc1 (stereo not given)
→ -8%	.	.	3%	24	-13%	i	13%	12%
CCNc1nc(Nc2ccc(C)c(Cl)c2)c2cnn(C)c2n1
→ ?	0%	12%	-8%	-11	?	?	-15%	26%
COc1ccc(C)cc1NC(=O)CSc1nnc(COc2ccccc2)n1Cc1ccco1
→ -16%	?	?	-22%	-9	7%	i	-8%	?
CN1C(=O)NC2C1N(S(C)(=O)=O)CCN2S(C)(=O)=O (stereo not given)
→ -10%	0%	?	0%	-18	1%	i	2%	2%
COc1ccc(-n2ccnc(SCC(=O)NCc3ccc(C)cc3)c2=O)cc1Cl
→ -13%	9%	16%	5%	4	3%	i	10%	1%
CN(C(=O)CCn1c(=S)oc2ccccc21)c1ccc(F)cc1
→ .	0%	3%	-4%	6	?	i	4%	0%
Cc1cc(Cl)ccc1C(=O)C1CCCN(C(=O)c2snnc2C)C1 (stereo not given)
→ -10%	-4%	-11%	-1%	12	-13%	i	-2%	6%
CCOC(=O)c1c(C)c(C(=O)N2CCCCCC2)c(C)n1CC
→ -9%	-16%	-20%	-1%	-1	-9%	i	-7%	-1%
Cc1c([N+](=O)[O-])c(C(=O)Nc2ccc3c(c2)OCCO3)nn1C
→ 44%[activator]	-6%	0%	-16%	-20	0%	i	-18%	0%
CC(C)CCN(C(=O)c1ccc(Br)cc1)c1c(N)n(Cc2ccccc2)c(=O)[nH]c1=O
→ -1%	?	20%	9%	-6	-9%	i	7%	-1%
COc1ccc(O)c(-c2[nH]ncc2C(=O)c2ccccc2C)c1
→ 6%	-13%	-3%	-8%	-10	0%	i	-3%	8%
Cc1ccc(S(=O)(=O)NC(CC(C)C)C(=O)NCC(c2ccco2)N2CCCCC2)cc1 (stereo not given)
→ -27%	?	-19%	2%	-13	-10%	i	?	28%
CN(C)C(=O)COc1ncnc2sc(-c3ccccc3)cc12
→ .	-2%	1%	15%	1	21%	i	11%	3%
CCCCNC(=O)C1c2ccccc2OCC(=O)N1Cc1ccccc1 (stereo not given)
→ 13%	-32%	17%	14%	36	.	i	2%	.
CCc1ccc(C(=O)OCC(=O)NC2CCCC2)cc1
→ -5%	?	20%	5%	14	-5%	i	8%	-18%

# Profiles from above:
# COc1ccc(CCNC(=O)C2CCCN(S(=O)(=O)c3ccccc3)C2)cc1 (stereo not given) in the list: ATXN2 expr inh = -8%; KB-V1 cytotox = .; KB-3-1 cytotox = .; HT1080NT lethal = 3%; IL1B secr inh = 24; SW480 rereplic = -13%; ATXN viability = i; HT1080 IDH1KD tx = 13%; MCF10A rereplic = 12%
# COc1ccc(O)c(-c2[nH]ncc2C(=O)c2ccccc2C)c1 in the list: ATXN2 expr inh = 6%; KB-V1 cytotox = -13%; KB-3-1 cytotox = -3%; HT1080NT lethal = -8%; IL1B secr inh = -10; SW480 rereplic = 0%; ATXN viability = i; HT1080 IDH1KD tx = -3%; MCF10A rereplic = 8%

# Carrying on.
# Values in the order – ATXN2 expr inh	KB-V1 cytotox	KB-3-1 cytotox	HT1080NT lethal	IL1B secr inh	SW480 rereplic	ATXN viability	HT1080 IDH1KD tx	MCF10A rereplic
C/C(=N\NC(=S)NCC(C)(C)C)c1cc(F)cc(F)c1O
→ ?	?	0%	-15%	-110*	-63%[inhibitor]	?	?	5%
O=C1CC(=O)Nc2cc(S(=O)(=O)Nc3ccc(F)cc3Cl)ccc2N1
→ 3%	-14%&13%	0%&19%	-1%	3	-2%	i	0%	13%
O=C(c1cc(-c2cccnc2)nc2ccccc12)N1CCCc2ccccc21
→ -6%[11.3 µM]	?	?	?	-11	?	i	?	?
O=C(C1CCC1)N1CCc2cc(S(=O)(=O)Nc3ccc4c(c3)OCO4)ccc21
→ -11%	?	?	-16%	?	-8%	i	16µM*	17%
CCn1ncc(NC(=S)Nc2ccc3c(c2)OCO3)c1C(N)=O
→ 18%	?	-19%	-7%	2	-4%	i	6%	-2%
CCOC(=O)c1ccccc1NC(=O)N[C@@H](C)C(=O)OC
→ 3%	18%	5%	9%	-3	-8%	i	1%	-2%
O=C(Oc1ccc2ccc(=O)oc2c1)c1ccccc1
→ 14%	1%	-2%	2%	1	-65%[inhibitor]	.	-2%	?
COc1cccc(N2CCN(C(=O)c3cc(C)oc3C)CC2)c1
→ -15%	15µM*	23µM*	?	11	?	i	?	?
Cc1cccc(C)c1NC(=O)CN1C(=O)N(C)Cc2ccccc21
→ -2%	-13%	-6%	0%	50	-2%	i	8%	-5%
COc1cccc(CN2CC(C(=O)NCCCn3ccnc3C)CCC2=O)c1 (stereo not given)
→ 3%	-13%	?	-2%	-17	-9%	i	-4%	1%
CC(C)c1ccc(OCC(=O)N2CCN(C(=O)c3ccco3)CC2)cc1
→ -3%	?	-4%	4%	i	-22%	i	10%	-7%
CN(CC(=O)OCC(N)=O)S(=O)(=O)c1ccc(Cl)cc1
→ -3%	-9%	-8%	-9%	-11	4%	i	0%	19%
CCC(CO)Oc1cc(NC(=O)c2cccc(Cl)c2)c2ncn(C(C)C)c2c1 (stereo not given)
→ -5%	10%	1%	-4%	?	-6%	i	-4%	11%
COCCCNC(=O)C(CC(N)=O)NC(=O)OCc1ccccc1 (stereo not given)
→ 18%	-12%	-5%	0%	-11	?	i	0%	-8%
CCc1ccc(-n2nc(C)c3c(C)cc(=O)n(CC(=O)Nc4ccc(C(C)=O)cc4)c32)cc1
→ 2%	14%	6%	.	.	.	i	.	.
Cc1ccc(C(=O)Nc2ccc(C(=O)N3CCCCC3)cc2)o1
→ 4%	?	?	?	?	-8%	i	?	-14%
CCC(=O)N1CCc2cc(Br)cc(S(=O)(=O)NCCc3ccc(OC)c(OC)c3)c21
→ 4%	-2%	20%	.	.	.	i	.	.
CCOCCCNC(=O)C(NC(=O)c1ccc(NC(C)=O)cc1)c1ccc(Cl)cc1 (stereo not given)
→ 2%	-10%	1%	-15%	-17	2%	i	-15%	29%

# Single values from above.
# `COc1cccc(CN2CC(C(=O)NCCCn3ccnc3C)CCC2=O)c1` (stereo not given) in MCF10A rereplic is entered as 1%
# `CCOC(=O)c1ccccc1NC(=O)N[C@@H](C)C(=O)OC` in HT1080NT lethal is entered as 9%
# `COCCCNC(=O)C(CC(N)=O)NC(=O)OCc1ccccc1` (stereo not given) in HT1080 IDH1KD tx is entered as 0%
# `O=C(Oc1ccc2ccc(=O)oc2c1)c1ccccc1` in KB-3-1 cytotox is entered as -2%

# Random excerpt: 2 records from the list, in no set order.
# Values in the order – ATXN2 expr inh	KB-V1 cytotox	KB-3-1 cytotox	HT1080NT lethal	IL1B secr inh	SW480 rereplic	ATXN viability	HT1080 IDH1KD tx	MCF10A rereplic
CCOC(=O)c1ccccc1NC(=O)N[C@@H](C)C(=O)OC
→ 3%	18%	5%	9%	-3	-8%	i	1%	-2%
COc1cccc(N2CCN(C(=O)c3cc(C)oc3C)CC2)c1
→ -15%	15µM*	23µM*	?	11	?	i	?	?

# Source: PubChem
